Artemis endo inh – inhibitors of human Artemis endonuclease activity; AID 686954; inhibition, % at 10 µM; Q96SD1; actives 0.78% (n = 30,000); recombinant Artemis, quenched FAM hairpin cleavage fluorescence;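 active = at 10 µM dose, at least 30% inhibition, measured as corrected fluorescence normalized to stimulator and neutral control wells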
Target sequence (Q96SD1 whole entry, looked up): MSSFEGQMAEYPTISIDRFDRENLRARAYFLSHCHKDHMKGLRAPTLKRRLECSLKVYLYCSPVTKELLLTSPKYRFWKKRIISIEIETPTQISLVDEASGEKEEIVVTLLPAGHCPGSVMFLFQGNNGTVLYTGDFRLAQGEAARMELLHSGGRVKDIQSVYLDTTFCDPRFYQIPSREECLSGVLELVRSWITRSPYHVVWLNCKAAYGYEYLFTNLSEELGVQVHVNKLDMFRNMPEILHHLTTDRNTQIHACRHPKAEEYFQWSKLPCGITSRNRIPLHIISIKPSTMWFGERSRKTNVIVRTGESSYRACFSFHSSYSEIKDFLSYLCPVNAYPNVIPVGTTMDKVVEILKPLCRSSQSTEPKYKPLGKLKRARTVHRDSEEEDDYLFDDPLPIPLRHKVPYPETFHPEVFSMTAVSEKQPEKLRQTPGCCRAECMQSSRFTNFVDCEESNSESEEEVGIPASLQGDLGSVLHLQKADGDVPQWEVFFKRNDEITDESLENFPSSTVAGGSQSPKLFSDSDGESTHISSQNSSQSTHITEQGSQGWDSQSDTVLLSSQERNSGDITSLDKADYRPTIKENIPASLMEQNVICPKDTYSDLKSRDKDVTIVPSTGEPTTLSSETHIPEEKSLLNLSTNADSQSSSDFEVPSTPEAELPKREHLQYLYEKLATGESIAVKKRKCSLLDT
Starred values were filed as active, the others as inactive. These rows are one share of the data, so the mix of outcomes need not match the whole.

SMILES	Artemis endo inh
O=C(COC(=O)Cc1ccc2c(c1)OCCO2)Nc1ccc(S(=O)(=O)N2CCCC2)cc1	10
COCCNc1oc(COc2cccc(C)c2)nc1C#N	4
Nc1ccc(-c2cc(N)n(-c3ccccc3)n2)cc1	-4
CCCS(=O)(=O)N1CCC(C(=O)N2CCCC2)CC1	2
CCCC(=O)Nc1ccc(NC(=O)Cc2ccccc2)cn1	2
O=C(NCc1ccco1)Nc1ccc2nsnc2c1	9
CN(C)c1nc(OCCNC(=O)Nc2ccccc2)nc(N2CCOCC2)n1	-6
Cc1nnc(NC(=O)C(C)Oc2ccc3c(C)cc(=O)oc3c2)s1 (stereo not given)	0
CC(C)CCn1nnnc1C(c1ccccc1)N1CCC(C(N)=O)CC1 (stereo not given)	-2
O=C(O)c1ccc(NS(=O)(=O)/C=C/c2ccccc2)cc1	-6
O=C(c1cc2c(s1)CCC2)N1CCN(c2ccccc2)CC1	2
COc1ccccc1NC(=O)c1cccc(S(=O)(=O)N2CCOCC2)c1	0
COC(=O)c1cc(C#N)c(Oc2ccccc2)nc1C	-4
CCCOc1ccc(N2C(=O)CC(NCCNc3ccc(S(=O)(=O)CC)cc3)C2=O)cc1 (stereo not given)	-13
O=C1CCCC(O)=C1C=Nc1ccc(O)cc1	2
Cc1csc(SCC(=O)c2c(N)n(C)c(=O)n(C)c2=O)n1	-1
O=C(NCC(=O)N(CCc1ccccc1)C(C(=O)NC1CCCC1)c1cccnc1)c1ccco1 (stereo not given)	3
O=C(O)C1CC1C(=O)N1CCN(c2ccc(Cl)c(Cl)c2)CC1 (stereo not given)	-1
CCCCN(C)C(=O)Cn1cnc2sc(C)cc2c1=O	6
CC(C)CNS(=O)(=O)c1ccc(CCC(=O)N2CCN(Cc3ccc4c(c3)OCO4)CC2)cc1	-1
COc1ccc(C(=O)NCCN2CCOCC2)cc1OC	-7
CC(C)(C)c1csc(NC(=O)c2cccs2)n1	-12
CCOC(=O)c1[nH]c2ccc(OCC)cc2c1NC(=O)CN1CCCC(C)C1 (stereo not given)	-2
COc1ccc(Cc2nc(-c3ccc(NC(=O)c4cccnc4)cc3)no2)cc1	2
O=C1C(c2ccccc2)SC(=Nc2ccccc2)N1S(=O)(=O)c1ccccc1 (stereo not given)	-13
CC1(C)Cc2ccccc2C(NNC(=O)c2ccccn2)=N1	3
CCCCOC(=O)c1ccc(NC(C)=O)cc1	-2
CN(C)S(=O)(=O)c1cccc(C(=O)Nc2cc(Cl)cc(Cl)c2)c1	-1
COCCCn1c(-c2ccccc2)nc2ccccc2c1=O	-1
O=S(=O)(N/N=C\C=C\c1ccccc1)c1ccc(Br)cc1	3
CC1CCN(c2ccc(C(=O)N3CCOCC3)cc2[N+](=O)[O-])CC1	4
Cc1cc(N2CCC(C(=O)NCC3CC3)CC2)nc(-c2ccccc2)n1	-3
CCOC(=O)CCP(=O)(O)C(O)c1ccc(OC)cc1 (stereo not given)	-10
Cc1noc(C)c1COC(=O)CCc1ccc(S(=O)(=O)N2CCCCC2)cc1	3
COc1ccc(OCC(=O)Nc2ccc(S(=O)(=O)N3CCOCC3)cc2)cc1	2
COc1ccc(CCCc2nnc(SCC(=O)N/N=C\c3ccc(O)c(OC)c3)o2)cc1C	15
CCCCNc1nc2ccccc2[nH]1	1
CCOC(=O)N1CCN(C(=O)c2ccc(N(C)S(C)(=O)=O)cc2)CC1	-2
Cc1ccc2c(C)c(C(=O)Nc3c(C)n(C)n(-c4ccccc4)c3=O)oc2c1	0
O=c1[nH]nc(Cc2ccc3ccccc3n2)c2ccccc12	-5
Cc1cccc2cc(COC(=O)C3CCCO3)c(=O)[nH]c12 (stereo not given)	4
CCOC(=O)C1=C(C)NC(=O)NC1c1ccc(OCC(=O)N2CCCCC2)cc1 (stereo not given)	-5
Cc1ccc(OCCC(=O)OCC(=O)C(C)(C)C)cc1	0
Cc1cccc(CSCc2nnc(N)s2)c1	0
O=C(c1ccc2c(=O)n(Cc3ccco3)c(=S)[nH]c2c1)N1CCN(c2ccccc2)CC1	12
O=C(Nc1nc2c(s1)CCCC2)Oc1ccccc1	-18
CCOC(=O)c1nnc(-c2ccccc2)nc1Oc1ccc(Cl)cc1	6
CCOc1ncccc1C(=O)OCC(=O)c1c(N)n(C)c(=O)n(C)c1=O	-2
CC1CCCC(C)N1C(=O)COC(=O)c1ccc2c(c1)OCO2 (stereo not given)	14
CCc1cc2c(=O)c(-c3cscn3)coc2cc1O	-9
Cn1ccnc1SCc1cn2cc(Br)ccc2n1	3
COc1cccc(-c2nn(-c3ccccc3)cc2/C=C\C(=O)c2cccs2)c1	-5
COc1ccc(Oc2c(Cl)cnn(-c3ccccc3)c2=O)cc1	1
O=C(CSc1nc(-c2ccco2)cc(C(F)(F)F)n1)N1CCCc2ccccc21	-1
Cc1nc(N)nc2c1CCCC2	-4
CCOc1ccc(N(CC(=O)Nc2ccc(OC)cc2)S(C)(=O)=O)cc1	3
Cc1cc(C)nc(NC(=O)c2cccc([N+](=O)[O-])c2C)n1	-4
CCCc1ccc(-c2c(C)sc(NC(=O)c3ccnn3C)c2C#N)cc1	10
COc1cc(C)nc(Oc2ccc(=O)n(C)n2)n1	3
Cc1cccc(/C=N/n2c(C)nnc2C)c1	1
New compounds follow
SMILES	Artemis endo inh
COCCn1nnnc1C(C(C)C)N(Cc1cccnc1)Cc1cc2cc(OC)ccc2[nH]c1=O (stereo not given)	-11
Cc1ccc(C)c(S(=O)(=O)NCC(=O)Nc2sc3c(c2C(N)=O)CCC(C)C3)c1 (stereo not given)	3
CCOc1ccc(NC(=O)Nc2ccc3nccnc3c2)cc1	5
O=C(CNC(=O)c1ccc([N+](=O)[O-])cc1)N/N=C\c1ccc(OC(=O)c2ccccc2)cc1	12
Nc1ccc(N2CCOCC2)c(Cl)c1	-4
CC1CCCN(CCCNC(=O)c2coc3nc4ccccc4nc23)C1 (stereo not given)	1
COC(=O)c1sc2nc[nH]c(=O)c2c1C	-8
CCCc1nc(NCc2ccc3c(c2)OCO3)c2nnn(Cc3ccccc3Cl)c2n1	-3
CCOC(=O)CSc1nnnn1-c1cc(OC)c(Cl)cc1OC	-13
O=C1N=C2SCCN2/C1=C\c1c(Cl)cccc1Cl	4
CN(C)C(=O)c1cc2cc([N+](=O)[O-])ccc2s1	6
COCCCNC(=O)Cn1ncc2c(=O)oc3ccccc3c21	10
CCC(NC(=O)Nc1ccc(O)cc1)(C(F)(F)F)C(F)(F)F	-1
COCCn1cnc2c1c(=O)n(CC(=O)Nc1cc(C)on1)c(=O)n2Cc1ccccc1	-17
CCOC(=O)CSc1nc2c(c(=O)[nH]c(=O)n2C)n1CCc1ccccc1	0
C=CCn1c(SC2CCOC2=O)nc2sc(CC)cc2c1=O (stereo not given)	-4
Cc1cc(S(=O)(=O)N2CCN(c3ccccc3C)CC2)ccc1F	18
Cc1ccc(S(=O)(=O)N2CCOCC2)cc1C(=O)Nc1ccc(-c2cn3ccsc3n2)cc1	-2
O=C(Oc1ccc(F)cc1C(=O)/C=C/c1cccs1)c1cccc([N+](=O)[O-])c1	4
Cc1ccc(C(=O)OCC(=O)Nc2sc3c(c2C#N)CCCC3)cc1NC(=O)c1ccco1	13
O=C(CSc1nc2ccccc2n1-c1ccccc1)NCC1CCCO1 (stereo not given)	-8
O=C1N(Cc2ccccc2)CCCC12CCCN(Cc1ccccc1)C2=O	-2
CC(=O)c1cccc(NC(=O)c2ccc(N(Cc3ccccc3C)S(C)(=O)=O)cc2)c1	-1
Clc1ccc(CSc2cc3c(nn2)-c2ccccc2CC3)cc1Cl	-6
Cc1cc2c(c(=O)n1CC1CCCO1)C(c1ccc3c(c1)OCO3)C(C#N)=C(N)O2 (stereo not given)	-5
O=C(CC1NC(=O)NC1=O)NC1(C(=O)NC2CCCCC2)CCCCC1 (stereo not given)	-6
COc1ccc(/C(N)=N/OC(=O)c2ccc(C)c([N+](=O)[O-])c2)cc1OC	-3
CCSc1nc(C)c(C(C)=O)cc1C#N	-4
CCCCOC(=O)Nc1nnc(CCOCC)s1	-2
C/C(=N\O)C(C)/[N+]([O-])=C/c1nc(C)c(C)n1O (stereo not given)	4
CCC(=O)N(Cc1cc2c(C)ccc(C)c2[nH]c1=O)C1CCCCC1	2
O=c1[nH]c2cc(Cl)ccc2n1-c1ccccc1	-2
CC(=O)Nc1ccc(S(=O)(=O)NC(CC(=O)NCCC2=CCCCC2)C(C)C)cc1 (stereo not given)	2
COc1ccc(CCNS(=O)(=O)c2ccc(N3CCCC3=O)cc2)cc1	-13
C[C@H](NC(=O)NCCc1ccccc1)C(=O)O	-10
O=C(Cn1cnc([N+](=O)[O-])c1)Nc1cc(Oc2ccc(Cl)cc2Cl)cc([N+](=O)[O-])c1	19
CCOc1ccc(C2NC(=O)NC(C)=C2C(=O)OC)cc1C (stereo not given)	-3
CCn1cc(/C=N/NS(=O)(=O)c2ccc(C)cc2)c(C)n1	1
O=C(c1coc2ccc(O)cc12)C1CC1	0
COc1ccccc1OC(=O)CN1C(=O)c2ccccc2C1=O	1
CC(C)(C)C(=O)CSc1nnc(-c2cccs2)n1CC1CCCO1 (stereo not given)	-7
OCCNc1ccc(Cl)cc1	3
CC(=O)C(=[N+]=[N-])C(=O)NCc1ccccc1	4
CCC(=O)N1CCCc2cc(S(=O)(=O)N3CCC(N4CCCCC4)CC3)ccc21	0
Brc1ccc(OCCCN2CCOCC2)cc1	1
CCC(C)(C)NC(=O)C(c1cccn1C)N(Cc1ccccc1)C(=O)Cn1nnc2ccccc21 (stereo not given)	-6
O=S1(=O)N=C(SCCO)c2ccccc21	-5
CCCCNC(=S)NNC(=O)C12CC3CC(CC(C3)C1)C2	-2
COCc1cc(=O)[nH]c(Nc2nc3ccc(C)cc3o2)n1	-1
COC(=O)C1C(O)=C(C=NC2CCCCC2)C(=O)CC1(C)C (stereo not given)	2
CC1CCCCN1S(=O)(=O)c1ccc2c(c1)CCN2C(=O)C1CCC1 (stereo not given)	11
Cc1ccc(SC(C)c2nc(-c3ccncc3)no2)cc1 (stereo not given)	10
CCOc1ccc(NC(=O)CN(Cc2ccccc2)S(C)(=O)=O)cc1	-3
O=C1CSC(c2ccccn2)N1Cc1cn2ccccc2n1 (stereo not given)	-2
CCC(=O)N1CCc2cc(S(=O)(=O)CCC(=O)O)ccc21	5
CCOc1ccc(OCC(=O)N2CCOCC2)cc1	-7
COc1ccc(Cc2nnc(NC(=O)c3c(-c4ccccc4)noc3C)s2)cc1	4
CCCCC(c1nnnn1Cc1ccco1)N1CCN(C(=O)c2ccco2)CC1 (stereo not given)	-3
C/C(=N\Oc1cccc(F)n1)c1ccc(Cl)cc1Cl	-4
O=C(CCS(=O)(=O)Cc1ccccc1F)NCCCN1CCCCC1	-5

Ordered by length of the SMILES (high to low): part of the list above.
SMILES	Artemis endo inh
CC(C)CNS(=O)(=O)c1ccc(CCC(=O)N2CCN(Cc3ccc4c(c3)OCO4)CC2)cc1	-1
O=C(NCC(=O)N(CCc1ccccc1)C(C(=O)NC1CCCC1)c1cccnc1)c1ccco1 (stereo not given)	3
COCCn1nnnc1C(C(C)C)N(Cc1cccnc1)Cc1cc2cc(OC)ccc2[nH]c1=O (stereo not given)	-11
COc1ccc(Cc2nc(-c3ccc(NC(=O)c4cccnc4)cc3)no2)cc1	2
CC1CCN(c2ccc(C(=O)N3CCOCC3)cc2[N+](=O)[O-])CC1	4
CCCCC(c1nnnn1Cc1ccco1)N1CCN(C(=O)c2ccco2)CC1 (stereo not given)	-3
Cc1cc(C)nc(NC(=O)c2cccc([N+](=O)[O-])c2C)n1	-4
O=C(O)C1CC1C(=O)N1CCN(c2ccc(Cl)c(Cl)c2)CC1 (stereo not given)	-1
Cc1cc(S(=O)(=O)N2CCN(c3ccccc3C)CC2)ccc1F	18
Clc1ccc(CSc2cc3c(nn2)-c2ccccc2CC3)cc1Cl	-6
COc1ccccc1OC(=O)CN1C(=O)c2ccccc2C1=O	1
COCCCNC(=O)Cn1ncc2c(=O)oc3ccccc3c21	10
CC(=O)C(=[N+]=[N-])C(=O)NCc1ccccc1	4
COC(=O)c1cc(C#N)c(Oc2ccccc2)nc1C	-4
COc1cc(C)nc(Oc2ccc(=O)n(C)n2)n1	3
COCCNc1oc(COc2cccc(C)c2)nc1C#N	4
CCOc1ccc(OCC(=O)N2CCOCC2)cc1	-7
CCSc1nc(C)c(C(C)=O)cc1C#N	-4
OCCNc1ccc(Cl)cc1	3

Next part.
SMILES	Artemis endo inh
O=[N+]([O-])c1ccc(N2CCN(S(=O)(=O)c3ccc(Cl)cc3)CC2)cc1NCc1cccnc1	28
CC(C)NC(=O)c1ccc(-c2cccc(C(F)(F)F)c2)o1	-6
CCc1ccc(/C=C2/SC(=S)N(CC(=O)Nc3nc4ccccc4s3)C2=O)cc1	15
Cc1cccc2cc(=O)[nH]c(C)c12	-3
Cc1csc(SCC(=O)NC2CCCCC2)n1	-10
CC1(C)Cc2cccc(OCC(=O)Nc3cccnc3Cl)c2O1	4
O=C(Nc1cccnc1)c1cnc2ccccc2n1	-8
Cc1ccc(S(=O)(=O)c2cc(N3CCOCC3)nc(-c3ccccc3)n2)cc1	-14
CC(=O)NC1=NC(=O)/C(=C/N2CCOCC2)S1	-1
CC(=O)c1cccc(NC(=O)N2CCCC2C(=O)NCc2ccc(C)cc2)c1 (stereo not given)	7
Cc1ccc(-c2nnc(SCC(=O)Nc3ccc4c(c3)OCCO4)n2N)cc1	-5
Cc1occc1C(=O)NCc1ccccc1	-7
COc1ccccc1C(=O)n1nc(-c2ccco2)nc1N	3
COc1ccccc1C(CC(=O)Nc1nccs1)c1ccco1 (stereo not given)	-4
CCOC(=O)c1c(C)[nH]c(C)c1-c1ccccc1OC	-4
COc1ccccc1C(=O)NCCc1nc2ccccc2[nH]1	0
O=C(Nc1ccc(-c2noc(COc3ccccc3Cl)n2)cc1)c1ccco1	-3
O=C(CC(c1ccccc1)c1ccccc1)NCCO	-6
O=C(N1CCOCC1)C12CCC3CC(CC(C3)C1)C2	6
COC(=O)C(NC(C)=O)(Nc1nc2ccc(C)cc2s1)C(F)(F)F (stereo not given)	-3
CCOc1ccc(S(=O)(=O)N2CCN(c3ccc(OC)cc3)CC2)c2cccnc12	-4
COc1cccc(C(C#N)N2CCCCC2)c1O (stereo not given)	1
CC1Cc2cc(/C(O)=C3/C(=O)C(=O)N(CC4CCCO4)C3c3ccco3)ccc2O1 (stereo not given)	-6
Cc1ccccc1N=C1NC(=O)CS1	-8

From PubChem BioAssay
